PTEN del growth – growth suppressors of cells with PTEN tumor suppressor deletion; HCT116 PTEN-null viability, CellTiter-Glo, 60 h; active compounds read low; viability, % at 10 µM; 1.2% of 140,000 active; AID 827;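 active = viability at or below a set limit, 4 SD under the median of all tested compounds, cut at about 3.7% in these data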;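 note: PTEN knockout HCT116 line with beta catenin targeted HCT116 as companion control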
E-sel TNF inh – blocks E-selectin expression induced by TNF alpha; HUVEC TNFa-induced E-selectin immunofluorescence, high content; inhibition, % at 2 µM; 0.71% of 120,000 active;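 active = inhibition above the batch mean plus 3 SD, and confirmed as a hit on visual image review, cut at about 43% in these data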;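 note: 0% = TNF-stimulated DMSO wells and 100% = unstimulated control wells; not every result past the cut was called active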
Phagocyt inh – macrophage phagocytosis inhibition. 0.07% of 110,000 active. J774A.1 macrophage IgG-bead phagocytosis, imaging. AID 1029. inhibition, % at 5 µM;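 active = inhibition above the mean of the plate negative controls plus 5 SD, cut at about 13% in these data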;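 note: phagocytic index as fraction of beads internalized from green versus red external bead signal; plate controls were DMSO negative control for no effect and cytochalasin-D positive control for full effect; some results beyond the cut were filed as inactive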
Yeast life ext – yeast lifespan extension | S. cerevisiae growth with nicotinamide, OD615; deaD strain in restrictive glucose medium | inhibition of the nicotinamide effect, % at 10 µM | 0.68% of 130,000 active | AID 775;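 active = inhibition above a set limit, placed 3 SD over the median of all compounds, cut at about 26% in these data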;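 note: 0% = nicotinamide-treated wells and 100% = cells grown without nicotinamide; some compounds called inactive have numbers as strong as hits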
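System: DeaD-strain S. cerevisiae / Buffer or medium: CSMM-D, restrictive glucose (dextrose) synthetic minimal medium / Probe or stimulus: nicotinamide, 1.5 mM, co-present with compound / Compound: one concentration, 10 µM, DMSO 0.25% / Incubation: 48 h compound exposure at 30 °C, humidified / Technique: optical density (absorbance) at 615 nm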
NPY-Y2 antag – NPY-Y2 (human) receptor antagonism; inhibition, % at 2.7 µM; 0.99% of 140,000 active; NPY-Y2 expressing cells, antagonist mode; P49146; in the data active = inhibition above about 17%;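 note: 0% = vehicle with agonist challenge and 100% = reference antagonist with challenge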
Target sequence (P49146 whole entry, looked up): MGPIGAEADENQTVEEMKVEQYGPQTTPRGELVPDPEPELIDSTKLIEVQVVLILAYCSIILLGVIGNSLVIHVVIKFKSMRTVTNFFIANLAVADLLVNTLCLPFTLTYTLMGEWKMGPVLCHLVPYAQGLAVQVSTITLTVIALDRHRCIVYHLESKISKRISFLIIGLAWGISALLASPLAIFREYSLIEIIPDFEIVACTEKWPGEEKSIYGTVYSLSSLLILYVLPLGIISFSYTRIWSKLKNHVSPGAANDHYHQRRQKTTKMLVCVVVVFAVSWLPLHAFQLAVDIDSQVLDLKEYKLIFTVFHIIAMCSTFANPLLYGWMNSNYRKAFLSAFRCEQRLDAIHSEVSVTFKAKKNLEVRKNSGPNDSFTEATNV
Measles CPE – protection of cells from measles virus; Measles virus-infected cells, CPE protection, absorbance; AID 841; 1.5% of 140,000 active; protection (pct of control), % at 4 µM; in the data active = protection mostly above about 24%, no sharp cut-off; inactive = mostly below about 26%; note: some compounds called inactive have numbers as strong as hits
Yeast growth inh – chemicals that inhibit yeast BB579 growth in restrictive medium (lifespan-shortening candidates) | S. cerevisiae BB579 growth, OD615, 48 h | inhibition, % at 10 µM | 0.51% of 140,000 active | AID 804;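 active = inhibition above a set limit, 3 SD over the mean compound inhibition, cut at about 44% in these data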; note: inactives centre near -24
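Test system: Saccharomyces cerevisiae DeaD strain BB579, replicative lifespan model yeast | Buffer or medium: Restrictive CSMM-D medium | Doses: One dose, 10 µM compound with 0.25% DMSO | Incubation: 48 h exposure, 30 °C | Detection: Culture absorbance at 615 nm | Control set: Amphotericin B at 10 µg/mL as positive control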
MRP1 act – MRP-1 activation; 0.61% of 140,000 active; viability increase, % at 10 µM; AID 799; H69AR cells + doxorubicin, viability rescue, CellTiter-Glo;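 active = viability gain under doxorubicin at or above a set limit, the compound median plus 3 SD, cut at about 4.7% in these data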;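 note: MRP-1 overexpressing cells given doxorubicin 25 µM after compound pretreatment; 18-22 h compound pretreatment then 72 h with doxorubicin before readout; 0% = doxorubicin-only wells and 100% = vehicle-treated cells without doxorubicin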
GALR2 antag – antagonists of human galanin receptor 2 (GALR2). inhibition, % at 4 µM. 0.39% of 140,000 active. O43603. GALR2-expressing cells, antagonist mode; in the data active = inhibition above about 27%;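 note: cells stimulated with galanin 1-16 at roughly its EC80; 0% = agonist challenge control and 100% = basal control without agonist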
Target sequence (O43603 whole entry, looked up): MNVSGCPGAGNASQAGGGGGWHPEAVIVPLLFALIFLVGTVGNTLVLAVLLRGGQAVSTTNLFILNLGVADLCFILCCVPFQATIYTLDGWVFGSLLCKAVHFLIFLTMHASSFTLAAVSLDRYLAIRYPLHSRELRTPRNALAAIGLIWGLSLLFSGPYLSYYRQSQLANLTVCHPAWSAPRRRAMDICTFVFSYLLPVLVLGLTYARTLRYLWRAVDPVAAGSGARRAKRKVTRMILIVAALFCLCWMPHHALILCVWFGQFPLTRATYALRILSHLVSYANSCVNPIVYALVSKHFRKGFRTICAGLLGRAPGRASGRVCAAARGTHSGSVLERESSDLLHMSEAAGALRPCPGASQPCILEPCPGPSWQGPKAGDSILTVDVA
bCat KO growth – beta-catenin-lacking colon tumor cell growth suppression; HCT116 beta-catenin knockout viability, CellTiter-Glo, 60 h; active compounds read low; viability, % at 10 µM; 1.5% of 140,000 active;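 active = viability at or under a set limit, the compound median less 4 SD, cut at about 6% in these data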;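 note: 0% = Hyamine 1622 control at 20 µM and 100% = untreated cell control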
Numbers without * were called inactive; · = no result given. Outcome played no part in choosing rows; 6.1% or so of the library scored in one or more.

Screens by letter: A = PTEN del growth; B = E-sel TNF inh; C = Phagocyt inh; D = Yeast life ext; E = NPY-Y2 antag; F = Measles CPE; G = Yeast growth inh; H = MRP1 act; I = GALR2 antag; J = bCat KO growth
(1) O=C(O)CCC1(C(=O)O)OCCc2ccccc21 (centres undefined)
  A = 86	B = 0	C = 0	D = -2	E = 4	F = 15	G = -33	H = -1.6	I = 12	J = 102
(2) COCCN(Cc1cc2cc(C)c(C)cc2nc1Cl)C(=O)Nc1ccccc1
  A = 79	B = ·	C = 1	D = -11	E = 8	F = 10	G = -23	H = -0.6	I = -5	J = 85
(3) CC1CCCN(C(=S)Nc2ccc3nc4n(c(=O)c3c2)CCCCC4)C1 (centres undefined)
  A = 85	B = 4	C = -10	D = -3	E = 3	F = 4	G = -31	H = -0.5	I = 14	J = 78
(4) Cc1ccc(-n2c(C)c([N+](=O)[O-])c3ccc(O)c(CN(C)C)c32)cc1
  A = 68	B = 5	C = -2	D = -3	E = 0	F = 27	G = -10	H = -4.5	I = -1	J = 79
(5) CCC(C)[C@H](NC(=O)Nc1ccc(C(C)=O)cc1)C(=O)OC (some centres undefined)
  A = 100	B = ·	C = -1	D = -10	E = 1	F = 8	G = -23	H = -0.3	I = -5	J = 105
(6) O=C(CCCCCn1c(=S)[nH]c2cc3c(cc2c1=O)OCO3)N1CCN(Cc2ccccc2)CC1
  A = 96	B = -1	C = -2	D = -17	E = 2	F = 18	G = -18	H = 0.6	I = -5	J = 90
(7) Cc1ccc(NC(=O)Cn2cccc2C2=NC(c3ccccc3)CO2)c(C)c1 (centres undefined)
  A = 84	B = -18	C = ·	D = -4	E = 7	F = 6	G = -11	H = -1.8	I = 9	J = 91
(8) Fc1cccc(Cl)c1Cn1nnc2c(N3CCC4(CC3)OCCO4)ncnc21
  A = 104	B = -7	C = 0	D = -1	E = 3	F = 6	G = -22	H = 0.6	I = -17	J = 94
(9) Cc1cccc(N(CC(=O)NCCC2=CCCCC2)S(C)(=O)=O)c1C
  A = 97	B = 9	C = 0	D = -12	E = 1	F = 3	G = -35	H = -0.1	I = -17	J = 87
(10) Cc1cc(C)c[n+](-c2[nH]c(=O)sc2/C=N/NC([S-])=Nc2ccccc2)c1
  A = 98	B = ·	C = 0	D = 4	E = 1	F = 3	G = -15	H = 1.5	I = 10	J = 93
(11) [O-][n+]1c2c(c3c4non(O)c4ccc31)CCCC2
  A = 98	B = 18	C = -2	D = -14	E = 3	F = 13	G = 6	H = 1.8	I = 1	J = 91
(12) O=C(COC(=O)c1ccccc1OCc1ccc(Cl)cc1)NC1CC1
  A = 72	B = -19	C = ·	D = -3	E = 5	F = 5	G = -5	H = -3.3	I = 3	J = 83
(13) CCCCCc1ccc(-c2ccc(=O)[nH]n2)cc1
  A = 106	B = 29	C = 0	D = -12	E = 7	F = 21	G = -68	H = -0.3	I = -4	J = 93
(14) O=C(CNC1CCCCCC1)Nc1ccc(S(=O)(=O)NC2CC2)cc1
  A = 80	B = -13	C = -1	D = -14	E = 6	F = 2	G = -41	H = -3.1	I = -5	J = 83
(15) Cc1ccccc1OCc1nc(-c2ccc(NC(=O)c3ccco3)cc2)no1
  A = 94	B = -17	C = ·	D = -8	E = 1	F = 71*	G = -39	H = -2.0	I = -17	J = 87

Ordered by length of the SMILES (rising): some entries from above.
Screens by letter: A = PTEN del growth; B = E-sel TNF inh; C = Phagocyt inh; D = Yeast life ext; E = NPY-Y2 antag; F = Measles CPE; G = Yeast growth inh; H = MRP1 act; I = GALR2 antag; J = bCat KO growth
(13) CCCCCc1ccc(-c2ccc(=O)[nH]n2)cc1
  A = 106	B = 29	C = 0	D = -12	E = 7	F = 21	G = -68	H = -0.3	I = -4	J = 93
(11) [O-][n+]1c2c(c3c4non(O)c4ccc31)CCCC2
  A = 98	B = 18	C = -2	D = -14	E = 3	F = 13	G = 6	H = 1.8	I = 1	J = 91
(12) O=C(COC(=O)c1ccccc1OCc1ccc(Cl)cc1)NC1CC1
  A = 72	B = -19	C = ·	D = -3	E = 5	F = 5	G = -5	H = -3.3	I = 3	J = 83
(14) O=C(CNC1CCCCCC1)Nc1ccc(S(=O)(=O)NC2CC2)cc1
  A = 80	B = -13	C = -1	D = -14	E = 6	F = 2	G = -41	H = -3.1	I = -5	J = 83
(9) Cc1cccc(N(CC(=O)NCCC2=CCCCC2)S(C)(=O)=O)c1C
  A = 97	B = 9	C = 0	D = -12	E = 1	F = 3	G = -35	H = -0.1	I = -17	J = 87
(15) Cc1ccccc1OCc1nc(-c2ccc(NC(=O)c3ccco3)cc2)no1
  A = 94	B = -17	C = ·	D = -8	E = 1	F = 71*	G = -39	H = -2.0	I = -17	J = 87
(8) Fc1cccc(Cl)c1Cn1nnc2c(N3CCC4(CC3)OCCO4)ncnc21
  A = 104	B = -7	C = 0	D = -1	E = 3	F = 6	G = -22	H = 0.6	I = -17	J = 94
(4) Cc1ccc(-n2c(C)c([N+](=O)[O-])c3ccc(O)c(CN(C)C)c32)cc1
  A = 68	B = 5	C = -2	D = -3	E = 0	F = 27	G = -10	H = -4.5	I = -1	J = 79
(10) Cc1cc(C)c[n+](-c2[nH]c(=O)sc2/C=N/NC([S-])=Nc2ccccc2)c1
  A = 98	B = ·	C = 0	D = 4	E = 1	F = 3	G = -15	H = 1.5	I = 10	J = 93

Next section
Screens by letter: A = PTEN del growth; B = E-sel TNF inh; C = Phagocyt inh; D = Yeast life ext; E = NPY-Y2 antag; F = Measles CPE; G = Yeast growth inh; H = MRP1 act; I = GALR2 antag; J = bCat KO growth
(16) Nc1ccc(C(=O)Nc2nc3ccccc3s2)cc1
  A = 94	B = ·	C = -1	D = -12	E = 1	F = 3	G = -8	H = -1.0	I = -1	J = 95
(17) CC1CN(C(=O)c2nn(C)cc2[N+](=O)[O-])CC(C)O1 (centres undefined)
  A = 109	B = -64	C = 0	D = 2	E = 8	F = 11	G = -28	H = -1.2	I = -1	J = 95
(18) Cc1cc(C)c(C)c(OCC(=O)NCCN(C)C)c1
  A = 92	B = 14	C = 0	D = 1	E = -1	F = 7	G = -31	H = -3.2	I = 11	J = 93
(19) Cc1cccc(-c2noc(CCC(=O)NCc3ccccc3)n2)c1
  A = 93	B = -6	C = 1	D = -9	E = 11	F = 8	G = 4	H = -0.6	I = -5	J = 95
(20) CCn1cc(C(=O)OCC(=O)c2cc(C)n(-c3ccccc3)c2C)c(=O)c2ccc(C)nc21
  A = 69	B = -12	C = -2	D = 5	E = 10	F = 19	G = -60	H = -1.2	I = -9	J = 67
(21) Cc1occc1-c1nc(-c2ccncc2)no1
  A = 101	B = -10	C = 4	D = -18	E = 5	F = 12	G = -84	H = 0.4	I = -4	J = 94
(22) Nc1nc2c3ccccc3nc(Cc3ccccc3)n2n1
  A = 91	B = -20	C = 0	D = -4	E = 1	F = 14	G = -23	H = -0.5	I = 3	J = 92
(23) CCN=C(Nc1ccc2c(c1)OCO2)SC1CC(=O)N(c2ccc(OC)cc2)C1=O (centres undefined)
  A = 81	B = -11	C = ·	D = ·	E = -2	F = 22	G = -48	H = 0.1	I = 6	J = 83
(24) Cc1cc(C(=O)Nc2ccc(N3CCOCC3)cc2)c2ccccc2n1
  A = 75	B = ·	C = -1	D = -29	E = 3	F = 18	G = -1	H = -2.9	I = -2	J = 81

Screening results (PubChem BioAssay)
